Compound activity as filed in PubChem BioAssay.
TRAIL sens C8 = viability loss with TRAIL in NB7+C8 cells, primary screen, TRAIL sensitizer project, cell-based, ATPlite luminescence; inhibition (viability loss, TRAIL sensitization), % at 10 µM; hit rate 1% among 360,000;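 active means compounds causing at least 50% loss of cell viability in the single-dose screen, relative to plate controls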
NR2E3 ag-1 = NR2E3 agonists in two-hybrid cells, primary screen, cell-based, luminescence, CHO-S, Gal4-NCOR/VP16-NR2E3. Photoreceptor-specific nuclear receptor (Homo sapiens), Q9Y5X4. luciferase. inhibition of corepressor binding, % at 3.98 µM. hit rate 0.35% among 360,000. AID 602229, 2012;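 active means inhibition above the mean of all tested compounds plus 3 SD, cut at about 70% in these data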;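 further: 0% = DMSO with NR2E3 transfected cells and 100% = cells lacking NR2E3 construct; higher means lower luciferase signal from less NR2E3 corepressor binding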
Target sequence (Q9Y5X4 whole entry, looked up, the tested form may be a part): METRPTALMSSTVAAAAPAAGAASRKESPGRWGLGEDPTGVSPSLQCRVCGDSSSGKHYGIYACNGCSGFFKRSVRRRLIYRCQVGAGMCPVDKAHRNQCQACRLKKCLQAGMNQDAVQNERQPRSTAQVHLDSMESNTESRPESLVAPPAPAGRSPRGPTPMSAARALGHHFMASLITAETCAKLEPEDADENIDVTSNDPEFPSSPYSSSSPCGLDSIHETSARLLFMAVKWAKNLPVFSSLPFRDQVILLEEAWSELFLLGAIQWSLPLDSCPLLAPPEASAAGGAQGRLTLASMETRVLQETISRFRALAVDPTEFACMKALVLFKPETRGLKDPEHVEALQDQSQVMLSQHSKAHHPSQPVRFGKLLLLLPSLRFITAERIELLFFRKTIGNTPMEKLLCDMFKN
CF NFkB inh = inhibitors of PAF-induced NF-kB signaling, primary screen, cell-based, GFP fluorescence, uHTS; KKLEB NF-kB-GFP reporter, GFP fluorescence overnight; inhibition, % at 5 µM; hit rate 0.86% among 360,000;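 active means at least 50% inhibition at 5 µM, scaled per plate between neutral and stimulator controls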;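 further: PAF is a Pseudomonas aeruginosa culture filtrate used as stimulus; plate controls were PAF-stimulated DMSO wells for no effect and unstimulated DMSO wells for full effect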
Shn3 inh set2 = reduction of Shn3 3'UTR firefly luciferase signal, primary screen, Schnurri-3 inhibitor project, cell-based, Clone20 osteoblasts, set 2 | Clone20 osteoblast Shn3 3'UTR firefly luciferase, 24 h | hit rate 0.52% among 360,000 | inhibition, % at 12.5 µM;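 active means mean inhibition of at least 75% with every replicate also reaching 75%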;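 further: 0% = median of neutral control wells and 100% = pilot-screen positive control compound; some compounds past the cut are filed as inactive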
TRPM1 prom inh = inhibitors of MITF-dependent TRPM1 promoter reporter, primary screen, cell-based, SK-MEL-5, single point, luciferase; AID 488899, 2010; SK-MEL-5 TRPM1 promoter luciferase, 24 h; hit rate 0.83% among 330,000; inhibition, % at 12.5 µM;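 active means mean inhibition across replicates of 60% or more, whatever share of single replicates reaches that level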; further: values of inactives mirror those of a sister screen read the other way
EBV LMP1 NFkB = EBV LMP1-driven NF-kappaB luciferase reporter inhibitors, primary screen, cell-based, luminescence, single point | LMP1-induced NF-kappaB luciferase reporter cells | inhibition, % at 12.5 µM | hit rate 0.69% among 350,000 | AID 504558, 2011; in the data active means inhibition above about 41%;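 further: 0% = neutral control wells and 100% = reference inhibitor control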
HIF-2a inh = HIF-2a reporter inhibitors, primary screen, luminescence, 786-0 RCC cells; 786-0 RCC cells HIF-2a reporter, luciferase luminescence, overnight; inhibition, % at 18.8 µM; hit rate 0.72% among 360,000;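 active means inhibition of the luminescence signal of 40% or more relative to plate controls, in a single-dose primary screen at 18.75 µM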
NR2E3 ag-2 = inhibitors of NR2E3-RetCOR corepressor binding, primary screen, NR2E3 agonist project, biochemical, TR-FRET, GST-NR2E3, biotin-RetCOR; 1536-well; inhibition of corepressor binding, % at 4.78 µM; hit rate 0.12% among 320,000; AID 2300, 2010; Photoreceptor-specific nuclear receptor (Homo sapiens), Q9Y5X4;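 active means percent inhibition above the cutoff of mean plus 3 SD of all tested compounds, set per screening campaign, cut at about 20% in these data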;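 further: 0% = DMSO wells and 100% = biotin wells as full block of FRET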
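Format: 1536-well format; test system: GST-NR2E3 and biotin-RetCOR proteins; read-out basis: percent inhibition of TR-FRET ratio; timing: 5 h incubation at 4 °C; detection: time-resolved FRET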
iPSC survival up = enhancers of single-cell hiPSC survival, primary screen, ATPlite luminescence. 100% = ROCK inhibitor wells, 0% = DMSO. survival enhancement, % at 20 µM. hit rate 0.044% among 360,000. AID 602274, 2012; in the data active means survival enhancement above about 18%;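 further: cells exposed to compounds for 16 hours before the ATP read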
KKLEB tox = cytotoxicity in KKLEB CF airway cells, primary screen, cytotoxicity control for CF NF-kB inhibitor project, cell-based, uHTS, fluorescence assay plates; activity change (cytotoxicity), % at 5 µM; KKLEB CF airway cells viability, ATPlite luminescence, overnight; hits give low values; cells stimulated with P. aeruginosa culture filtrate; hit rate 0.36% among 360,000;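 active means corrected activity change at or below -50% at 5 µM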
Peg3 prom inh = Peg3 promoter-driven luciferase inhibitors, primary screen, cell-based, HeLa, luciferase luminescence; HeLa PEG-Prom luciferase reporter, overnight; inhibition, % at 20 µM; hit rate 1.7% among 360,000; AID 588405, 2011;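 active means inhibition of at least 50% at 20 µM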
* = called active by the depositor; x = no result given.

SMILES	TRAIL sens C8	NR2E3 ag-1	CF NFkB inh	Shn3 inh set2	TRPM1 prom inh	EBV LMP1 NFkB	HIF-2a inh	NR2E3 ag-2	iPSC survival up	KKLEB tox	Peg3 prom inh
CC(=O)c1cnc2nc(SCc3ccc(Cl)cc3)nn2c1C	-5	-4	7	22	9	11	-34	-1	-0.4	-5	-16
NS(=O)(=O)c1ccc2nc(NC(=O)c3ccncc3)sc2c1	24	-20	-21	54	-5	-11	-14	-1	-1.3	18	-11
O=C(Cc1ccccc1)NCCc1cn2ccsc2n1	8	-6	29	2	-3	-6	-5	3	7.5	-9	15
Cc1cc(-c2ccc(C(C)C)c(S(=O)(=O)Nc3cc(C)on3)c2)on1	8	-2	4	-15	3	6	7	2	-0.6	-4	7
CCOC(=O)C1=C(C)NC(C)=C(C(=O)OCC)C1c1ccco1	-1	23	21	7	-3	-5	22	2	-0.3	-9	16
Cc1ccc2nc(N3CCN(C=O)CC3)nc(-c3ccccc3)c2c1	-19	-18	1	-2	12	-4	1	-3	-1.7	13	12
O=c1cc(N2CCc3ccccc32)[nH]c(=O)n1Cc1ccc(F)cc1	-5	-2	-17	-17	-7	-13	-28	3	-2.0	6	5
COc1ccccc1Nc1ncccc1[N+](=O)[O-]	-5	-6	-12	-5	-5	5	-34	-1	0.8	2	-4
CN(C(=O)CSc1nc2ccccc2c(=O)n1-c1ccccc1F)C1CCS(=O)(=O)C1 (centres undefined)	-14	9	4	-8	-1	-4	8	x	1.3	7	13
CN(C)c1ccc(CC(=O)N2CCCCC2c2cc(C(=O)Nc3ccccc3Cl)no2)cc1 (centres undefined)	15	3	1	22	x	x	5	x	-2.7	0	20
CCCn1ccnc1SCC(=O)Nc1c(C)n(C)n(-c2ccccc2)c1=O	-16	-24	-3	11	10	-3	16	6	-0.6	14	10
O=C(Nc1nncs1)C1c2ccccc2Oc2ccccc21	-3	-7	-43	-37	6	-5	18	-1	-0.6	12	5
O=C(NCc1ccncc1)c1ccc(NS(=O)(=O)c2ccc(F)cc2)cc1	-5	11	13	-4	x	0	11	2	-2.1	-5	0
CCOC(=O)c1c(NC(=O)CN2CCCCC2)sc2c1CCCC2O (centres undefined)	8	-31	-16	8	-20	5	8	6	-1.3	1	16
COc1cc2c(cc1OC)C(C)N(C(=O)Nc1ccccc1)CC2 (centres undefined)	31	-36	3	21	24	x	3	-2	-0.4	-2	28
Cc1cc(C)cc(N(C(=O)Cn2nnc(-c3ccccc3)n2)C(C(=O)NC2CCCCC2)c2ccccn2)c1 (centres undefined)	-4	-54	-4	12	-11	-5	16	-2	1.0	16	7
Cc1ccc(OCC(=O)c2ccc3c(c2)CCCC3)cc1C	-7	-9	5	-21	-88	-39	-177	-1	-3.0	1	-228
CSc1nc2c(c(C(F)(F)F)n1)CC(C)CC2 (centres undefined)	13	-24	-3	-9	6	-6	13	-1	2.5	5	3
COc1ccc(C(CNC(=O)c2cc3c(s2)CCCC3)N2CCOCC2)cc1 (centres undefined)	0	-21	-4	4	2	-3	2	4	-0.2	-1	2
CC1(c2nnc(-c3ccncc3)o2)CC(c2ccc(Cl)cc2)=NO1 (centres undefined)	1	18	-1	43	14	10	22	4	7.0	-4	1
CCCc1nc2c3ccccc3ccn2c1Cc1ccc(C)cc1	-2	-68	-16	-8	x	x	-235	x	-0.7	-6	-350
O=C(CSc1ccc(-c2ccc(F)cc2)nn1)NCc1ccco1	4	4	-33	-2	-8	10	0	-2	1.6	-4	4
COc1cccc(C(=O)N2CCN(Cc3ccccc3Br)CC2)c1	-10	-7	14	13	-2	15	12	0	-0.9	4	9
COCC(=O)N(C)C[C@@H]1Oc2ncc(Br)cc2C(=O)N([C@@H](C)CO)C[C@H]1C	9	8	10	-6	x	3	14	x	-2.0	-12	3
Cc1nn(-c2ccccc2)c(C)c1C=O	-4	4	17	x	x	x	15	-4	0.5	-5	6
CCN(CC(=O)Nc1c(F)cccc1F)C(=O)c1cc(S(=O)(=O)N2CCOCC2)ccc1N1CCCC1	-3	25	-5	5	18	6	30	-2	0.3	-5	32
C=CCc1cccc(C2Nc3ccccc3C(=O)N2O)c1O (centres undefined)	-4	-67	-6	-19	-10	6	-71	0	-4.4	-1	-128
CSc1cccc(NC(=O)CN(C)S(=O)(=O)c2cnc[nH]2)c1	-3	-4	-7	-7	2	x	-9	-3	0.5	-5	-24
O=S(=O)(c1cccc(Cl)c1)N1CCCC1	-5	6	4	11	1	1	17	0	-2.5	8	25
CCC(c1nnc(SCC(=O)NNC(=O)c2ccccc2)n1Cc1ccccc1)N(C)C (centres undefined)	10	-2	-10	-9	-2	-7	8	0	0.1	-1	17
CCOC(=O)CC1C(=O)NCCN1C(=O)c1sc2ccccc2c1Cl (centres undefined)	9	-5	-2	6	12	5	17	0	0.5	-1	23
CC[N+](CC)(CC)CCCCOc1ccc2c(c1)C(=O)c1cc(OCCCC[N+](CC)(CC)CC)ccc1-2	16	14	-11	x	3	5	11	-3	0.7	4	5
O=C(OCc1nnc(-c2ccc(Br)cc2)o1)c1cncc(Br)c1	1	-25	-8	3	-16	5	-4	1	-0.2	0	-9
CCOC(=O)c1ccc(NC(=O)C(=O)NCCc2ccc(OC)cc2)cc1	0	-5	-8	20	3	-14	14	1	-0.7	6	12
CC(C)c1nc(Cl)c(C#N)c2c1CCC2	0	-7	34	1	-8	6	1	0	1.8	-4	-13
CCOc1ccccc1NC(=O)NCc1ccco1	6	-15	-8	14	-3	-1	9	1	-0.9	8	-4
O=C(N/N=C1\CCS(=O)(=O)c2ccc(F)cc21)c1ccc([N+](=O)[O-])cc1	3	-14	-2	x	11	-7	-16	-2	-0.4	9	1
CCCCc1cc(=O)oc2c(C)c(OCc3nn[nH]n3)ccc12	-10	16	6	-3	5	4	14	7	0.8	-4	-4
Cc1ccc(C(C)C)c(OCCCN2CC(C)OC(C)C2)c1 (centres undefined)	12	-23	10	-8	7	4	8	-1	2.3	1	-13
CC(=O)Nc1ccc(S(=O)(=O)N2CCNC(=O)C2)cc1	9	-5	9	17	-1	-1	5	x	1.0	1	-10
CCC(=O)Oc1ccc(NC(=O)c2ccco2)cc1	-1	-6	20	-2	-5	0	-25	-1	0.1	-4	-6
CCOC(=O)C(Sc1ncc(C#N)c(N)n1)C(C)C (centres undefined)	0	24	-3	4	9	4	9	-3	-2.8	3	4
CCOc1ccccc1C1CC(=O)Nc2cc(C)c(C)cc21 (centres undefined)	16	-41	14	21	15	-12	20	-2	-0.5	-6	39
CCOC(=O)c1cc2sccc2n1CC(=O)Nc1ccc(OC)cc1OC	17	-16	-2	-9	19	-13	10	-4	-0.9	-4	17
CCOC(=O)C1(Cc2ccccc2Cl)CCN(C(=O)c2cc(C)on2)CC1	-5	-64	20	-68	-58	-18	-139	1	-0.1	4	-131
O=C(c1ccc(C(F)(F)F)cc1)N1CCC(=O)N(C(COCc2ccc(C(F)(F)F)cc2)Cc2ccccc2)CC1 (centres undefined)	24	4	4	13	5	5	11	0	4.2	-16	21
COc1ccc(OCCC(=O)OCC(=O)NC2CCCCC2)cc1	-1	-5	13	-9	-4	2	0	x	-2.4	10	1
O=C(NNC(=O)c1csc(N2CCOCC2)n1)c1ccc(=O)[nH]c1	-13	0	10	5	1	-17	-8	1	-0.1	6	11
CC(C)(C)OC(=O)NCCCC[C@H](NC(=O)c1nc[nH]c1C(=O)NCC(=O)OCc1ccccc1)C(=O)OC(C)(C)C	-17	17	12	20	1	5	-2	1	-0.2	-5	11
CC(NC(=O)CN(C)CC(=O)Nc1ccccc1Br)c1ccccc1 (centres undefined)	5	-12	1	5	-5	-4	18	2	1.2	3	13

Three of the compounds above, with two lines to a compound:
Screens in order – TRAIL sens C8	NR2E3 ag-1	CF NFkB inh	Shn3 inh set2	TRPM1 prom inh	EBV LMP1 NFkB	HIF-2a inh	NR2E3 ag-2	iPSC survival up	KKLEB tox	Peg3 prom inh
> CCOC(=O)C(Sc1ncc(C#N)c(N)n1)C(C)C (centres undefined)
    0	24	-3	4	9	4	9	-3	-2.8	3	4
> COc1ccc(OCCC(=O)OCC(=O)NC2CCCCC2)cc1
    -1	-5	13	-9	-4	2	0	x	-2.4	10	1
> O=C(c1ccc(C(F)(F)F)cc1)N1CCC(=O)N(C(COCc2ccc(C(F)(F)F)cc2)Cc2ccccc2)CC1 (centres undefined)
    24	4	4	13	5	5	11	0	4.2	-16	21

Carrying on.
SMILES	TRAIL sens C8	NR2E3 ag-1	CF NFkB inh	Shn3 inh set2	TRPM1 prom inh	EBV LMP1 NFkB	HIF-2a inh	NR2E3 ag-2	iPSC survival up	KKLEB tox	Peg3 prom inh
O=C1CC(=O)Nc2cc(S(=O)(=O)N3CCN(c4ccc([N+](=O)[O-])cc4)CC3)ccc2N1	10	2	-9	-9	4	3	4	4	-0.2	14	0
CCc1ccnc(NC(=O)NS(=O)(=O)c2ccc(C)cc2)c1	-3	-19	-12	-28	-9	0	-26	2	0.3	-6	-10
CC1(C(=O)NS(=O)(=O)c2ccc(C#N)cc2)CCN1C(=O)Cc1ccc(-c2ccccc2)cc1 (centres undefined)	10	0	8	1	x	x	11	x	-1.8	11	-3
N#Cc1c(N)oc(-c2cccs2)c1-c1cccs1	-16	-20	-8	-2	3	-3	0	5	3.2	9	9
CSc1nnc(N2C(=O)C(O)=C(C(=O)c3ccco3)C2c2ccc(F)cc2)s1 (centres undefined)	0	-48	-5	-33	2	-5	-120	6	-0.3	21	-78
O=C(NCCCCCCCN1CCCCCCC1)C(C1CCCCC1)C1CCCCC1	31	46	15	-4	1	-3	-10	x	1.5	-9	36
O=C(CN1CCN(c2cccc(Cl)c2)CC1)Nc1nccs1	1	-15	14	29	7	-16	8	0	0.1	5	15
CN1CCN(c2nc(-c3cccs3)nc3ccccc23)CC1	6	-37	12	3	12	2	12	0	0.4	-23	17
C/C(=N\NC(=O)Cc1cccn1C)c1cccs1	-1	-14	5	1	4	10	-16	0	0.0	2	-15
O=C(OCC(=O)N1CCc2ccccc2C1)c1cccc([N+](=O)[O-])c1	6	19	4	-4	-9	-6	1	1	-0.2	11	-5
O=C(OCC(=O)N1CCN(c2ccccc2)CC1)c1cc(Br)ccc1Cl	-1	2	-2	3	-8	7	2	2	-1.1	2	-25
COCCNC(=O)C(=O)c1cc(C)n(-c2ccc([N+](=O)[O-])cc2)c1C	-8	7	2	-7	-5	-2	3	3	-1.1	-9	18
Cc1ccc(S(=O)(=O)N2[C@@H](c3ccccc3F)C(C(=O)O)=CC[C@H]2c2ccc3c(c2)OCO3)cc1	9	-7	27	-138	-6	5	4	6	0.2	2	7

A portion of the library; count on the stated rates, not on these rows.
